Bioassay records deposited in PubChem by National Center for Advancing Translational Sciences (NCATS).
VP16 counter: Gal4-VP16 reporter inhibition counter-screen; 310,000 tested, 3.5% active; Drosophila S2 Gal4-VP16 UAS-luciferase, luminescence, 20 h; AID 2546; Potency, µM (highest dose often 53.6 µM), without a hit: at the highest dose activity, negative = inhibition, hits mostly inhibitors;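 also: Gal4-VP16 expression switched on by copper sulfate through the metallothionein promoter; potency is read from the fitted curve at half-maximal effect; % is scaled to controls: 0 for no effect and ±100 for the full control effect; nearly all actives have a fitted effect of over 50% in size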
p53 reactivator: mutant p53 re-activation in reporter cells. H1299 p53-A138V BP100-luciferase reporter, luminescence, 24 h. Potency, µM (top dose mostly 92.2 µM), inactives show at the highest dose activity change, positive = activation, most hits filed as activators. 320,000 tested, 0.063% active. AID 504706; also: potency is read from the fitted curve at half-maximal effect; % of control where 0% means no effect; nearly all actives have a fitted effect of over 45% in size
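H1299 (p53-null), stable ts p53-A138V + BP100-Luc; 1000 cells/well, Opti-MEM/10% FBS; cpd 4 pt, 1:5; 24 h, 37 deg C, 5% CO2; detection reagent 10 min RT; luminescence.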
FLuc modulator: counter-screen for miR-21 project: firefly luciferase inhibitors or activators; Potency, µM (top dose mostly 57.5 µM), without a hit: at the top dose activity change, negative = inhibition, most hits filed as inhibitors; 360,000 tested, 6.9% active; purified FLuc, Km substrates, luminescence inhibition; P08659;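 also: potency is read from the fitted curve at half-maximal effect; plate controls were vehicle for no effect and reference inhibitor for full effect; nearly all actives have a fitted effect of over 55% in size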
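Purified P. pyralis luciferase, 10 nM final, with Km-level 10 uM D-luciferin and 10 uM ATP in 50 mM Tris acetate pH 7.5, 10 mM Mg acetate, 0.01% Tween-20, 0.05% BSA; 6-point qHTS titration about 60 µM downward; luminescence read.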
RORgamma inh: ROR gamma (mouse) transcription inhibition; Drosophila S2 Gal4-RORgamma UAS-luciferase reporter, 20 h; Potency, µM (top dose mostly 53.6 µM), for inactives: top-dose activity change, negative = inhibition, hits mostly inhibitors; 310,000 tested, 5.4% active; P51450; also: potency is read from the fitted curve at half-maximal effect; % is scaled to controls: 0 for no effect and ±100 for the full control effect; nearly all actives have a fitted effect of over 60% in size
Target sequence (P51450 whole entry, looked up, the tested form may be a part): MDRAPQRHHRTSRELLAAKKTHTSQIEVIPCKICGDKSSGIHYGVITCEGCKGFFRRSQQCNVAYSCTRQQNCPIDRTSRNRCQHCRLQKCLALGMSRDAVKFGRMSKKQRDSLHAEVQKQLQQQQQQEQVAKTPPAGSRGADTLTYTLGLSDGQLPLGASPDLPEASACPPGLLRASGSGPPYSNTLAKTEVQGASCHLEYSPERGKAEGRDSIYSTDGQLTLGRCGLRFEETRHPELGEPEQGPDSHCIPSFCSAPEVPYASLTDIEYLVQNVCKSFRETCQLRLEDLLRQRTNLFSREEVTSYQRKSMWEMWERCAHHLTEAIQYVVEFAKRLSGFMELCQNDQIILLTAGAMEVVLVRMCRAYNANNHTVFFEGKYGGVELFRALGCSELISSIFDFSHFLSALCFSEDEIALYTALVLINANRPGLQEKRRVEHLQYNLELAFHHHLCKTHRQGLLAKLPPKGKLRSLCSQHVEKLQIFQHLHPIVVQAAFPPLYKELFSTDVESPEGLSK
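Stable Schneider cell line, Gal4 DNA-binding domain fused to ROR gamma, UAS-luciferase. Cmpd 1 hr RT → CuSO4 700 uM final → 20 hr RT → luciferase reagent 10 min → luminescence.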
BRCA1 expr act: increases BRCA1 expression. MCF7-BRCA1-FFLuc reporter, luminescence, 48 h; response scale: scaled: vehicle 0%, 10 µM genistein 100%. Potency, µM (titrated, usually from 46.1 µM), for the others: top-dose activation, usual class: activators. 380,000 tested, 1.1% active. AID 624202; also: potency is read from the fitted curve at half-maximal effect; nearly all actives have a fitted effect of over 80% in size; some results filed as inactive show a strong effect at the top dose
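Quantitative HTS in MCF7 cells stably reporting BRCA1 expression via firefly luciferase. Compound treatment lasts 48 h at 37 °C in phenol-red free MEM. Activation is expressed relative to genistein at 10 microM and DMSO.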
TRPV1 ag: activates the human vanilloid receptor TRPV1; Q8NER1; TRPV1-expressing cells, Fluo-8 calcium influx, agonist mode; activation, % at 8.33 µM; 320,000 tested, 0.19% active; AID 540275; in the data active = activation above about 80%; inconclusive = between about 30% and that limit; also: 0% is about no effect
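Cells expressing TRPV1 were dye-loaded with Fluo-8 and read kinetically: 10 s baseline, 3 min after compound (agonist portion), then 2 min after EC20 capsaicin (allosteric enhancer portion). Calcium-bound dye fluorescence at 480/520 nm.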
ELG1 DNA repair: inhibitors of ELG1-dependent DNA repair in HEK293T cells; HEK293T ELG1-luciferase reporter, luminescence, 16 h; DNA damage induced by 5-fluorouridine; Potency, µM (top dose mostly 46.1 µM), for the others: at the highest dose activity change, negative = inhibition, actives largely listed as inhibitors; 330,000 tested, 2.3% active; also: potency is read from the fitted curve at half-maximal effect; % is scaled to controls: 0 for no effect and ±100 for the full control effect; nearly all actives have a fitted effect of over 55% in size
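Quantitative HTS, concentration-response format. 2,000 cells/well co-treated with 5-fluorouridine and compound, 16 hr in 5% CO2 at 37 °C; ONE-Glo luminescence read after 30 min.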
ELG1 genotox: genotoxicity induction in ELG1-luciferase HEK293T cells; HEK293T ELG1-luciferase reporter, luminescence, 16 h; Potency, µM (titrated, usually from 46 µM), for inactives: top-dose activity change, positive = activation, usual class: activators; 330,000 tested, 1.3% active; also: potency is read from the fitted curve at half-maximal effect; % of control where 0% means no effect; nearly all actives have a fitted effect of over 60% in size
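DMSO vehicle served as control against compound-treated ELG1-luciferase HEK293T cells; exposure lasted 16 hr at 37 °C and 5% CO2, followed by ONE-Glo luminescence detection after 30 min.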
Rab9 promoter act: activates the Rab9 promoter; 320,000 tested, 2.8% active; AID 485297; Huh7 Rab9 promoter-luciferase reporter, luminescence, 24 h; Potency, µM (highest dose often 9.22 µM), without a hit: at the top dose activation, negative = inhibition, actives largely listed as activators; also: potency is read from the fitted curve at half-maximal effect; % of control where 0% means no effect; nearly all actives have a fitted effect of over 60% in size
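Rab9 promoter-driven luciferase in stably transfected Huh7 cells; 1500 cells/well rested 2 h, exposed to compound in DMSO for 24 h at 37 °C, 5% CO2. Luminescence read 10 min after adding luciferase reagent at ambient temperature.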
Tb PFK block: T. brucei PFK enzyme inhibition. T. brucei PFK, ADP-Glo luminescence. Potency, µM (highest dose often 57.5 µM), inactives show at the top dose activity, negative = inhibition, hits mostly inhibitors. O15648. 330,000 tested, 0.17% active;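 also: potency is read from the fitted curve at half-maximal effect; 0% = uninhibited 1x PFK enzyme wells and -100% = no-enzyme wells; nearly all actives have a fitted effect of over 60% in size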
Target sequence (O15648 whole entry, looked up): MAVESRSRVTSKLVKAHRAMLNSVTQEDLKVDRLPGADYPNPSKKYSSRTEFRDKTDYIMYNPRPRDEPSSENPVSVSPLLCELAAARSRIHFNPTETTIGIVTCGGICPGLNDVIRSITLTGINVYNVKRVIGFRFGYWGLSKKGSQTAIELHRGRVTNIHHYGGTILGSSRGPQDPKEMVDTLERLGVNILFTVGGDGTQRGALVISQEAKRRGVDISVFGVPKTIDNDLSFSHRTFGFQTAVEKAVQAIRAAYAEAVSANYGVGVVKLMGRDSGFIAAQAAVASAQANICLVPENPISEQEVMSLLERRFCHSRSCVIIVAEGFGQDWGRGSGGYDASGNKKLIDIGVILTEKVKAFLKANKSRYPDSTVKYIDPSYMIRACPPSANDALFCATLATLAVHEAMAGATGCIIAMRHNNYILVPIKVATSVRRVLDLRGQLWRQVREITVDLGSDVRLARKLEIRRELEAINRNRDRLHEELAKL
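Activity is normalized to no-enzyme wells (full inhibition) and 1.25 nM enzyme wells (no inhibition). Reaction: 0.5 mM F6P, 0.1 mM ATP, 45 min RT, ADP-Glo luminescence; concentration-response curves fitted and classed by quality.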
NPC1 promoter act: activates the NPC1 promoter | Huh7 NPC1 promoter luciferase reporter, 24 h | 320,000 tested, 2.4% active | Potency, µM (doses to about 9.22 µM), inactives show at the highest dose activation, usual class: activators | AID 485313;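 also: potency is read from the fitted curve at half-maximal effect; % of control where 0% means no effect; nearly all actives have a fitted effect of over 60% in size; reporter is driven by a mutant NPC1 promoter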
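Huh7 reporter cells (NPC1 promoter driving luciferase) are dosed with compound for 24 h at 37 °C, 5% CO2; luciferase detection reagent is then added and luminescence measured after 10 min at ambient temperature.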
* hit, by the source's call; ? = inconclusive; / = not tested or not shown; & = joins results of further samples; [ ] = dose if it differs, or a comment. Unless noted, calls follow the shape of the dose curve; as a rule, active = well fitted curve in the direction sought with a large enough effect; inconclusive = small, poorly fitted or top-dose-only effect, or another doubt; inactive = no such curve, though single readings can be large; an effect the other way counts as inactive or inconclusive.

SMILES	VP16 counter	p53 reactivator	FLuc modulator	RORgamma inh	BRCA1 expr act	TRPV1 ag	ELG1 DNA repair	ELG1 genotox	Rab9 promoter act	Tb PFK block	NPC1 promoter act
CCC(=O)n1nc(-c2ccc(OC)cc2)nc1N	-1%	1%	?	4%	37%	-1	5%	4%	10%	0%	0%
O=C(O)CCCCCN1C(=O)/C(=C/c2ccncc2)SC1=S	10µM*	17%	-8%	11µM*	-68%	-2	-13%	-2%	-19%	-6%	-10%
COCCn1c(C)cc(C(=O)COC(=O)c2ccc(-n3nc(C)cc3C)cc2)c1C	-4%	3%	?	5%	3%	1	-10%	0%	1%	-2%	-9%
O=C(c1cc([N+](=O)[O-])ccc1N1CCCCC1)N1CCCC1	-11%	2%	5%	-1%	1%	3	7%	0%	-5%	-1%	-5%
Cc1cc(CNC(=O)CCc2nnc(CCCCc3ccccc3)o2)nn1C	26%	0%	0%	2%	1%	2	1%	2%	-3%	1%	-2%
O=C(CSc1ccccn1)C12CC3CC(CC(C3)C1)C2	22%	-1%	-18%	0%	0%	27	-3%	-3%	1%	1%	-6%
CC(C)(C)NC(=O)CSc1nc(-c2ccccc2)cc(=O)[nH]1	-8%	-5%	-18%	-7%	-24%	2	0%	-3%	-11%	4%	-4%
CSCCC(Nc1ccc(S(=O)(=O)N2CCOCC2)cc1[N+](=O)[O-])C(=O)OCC(=O)N(C(C)C)C(C)C (configuration not stated)	17%	-3%	5%	?	-17%	0	-14%	1%	0%	-1%	-2%
Clc1ccc(OCc2cn3cccnc3n2)c2ncccc12	15%	18%	?	27%	87%	19	?	16µM*	?	24%	?
O=C(NC1CCCCC1)NC1C2CC3CC(C2)CC1C3 (configuration not stated)	10%	8%	-17%	11%	20%	25	10%	17%	20%	1%	5%
COc1ccc(Cl)cc1NC(=O)CCNC(=O)Cn1ccc2ccccc2c1=O	-21%	-3%	-1%	0%	-7%	3	-1%	12%	0%	3%	-3%
COc1cc(-c2nnc(SC/C=C/c3ccccc3)n2N)cc(OC)c1OC	-1%	-3%	?	11%	-38%	4	?	-11%	-2%	0%	-3%
COc1cc(OC)c(OC)cc1C#N	8%	-2%	-2%	13%	11%	-3	4%	-1%	-4%	-3%	-2%
C/C=C/c1ccc(OCCN2CCc3ccccc3C2)c(OC)c1	-3%	-2%	-12%	3%	-43%	0	-4%	-2%	-7%	-2%	-1%
Nc1nc2c(-c3ccc(Br)cc3)nnn2c2ccccc12	?	/	0.43µM*	10%	?	2	?	12µM*	0.63µM*	1%	1µM*
O=C1C=C(c2cccc(Cl)c2O)C[C@@H](c2ccc(Cl)cc2)C1	/	-11%	3%	/	-6%	13	-9%	-1%	-2%	-7%	-3%
CN(Cc1ccccc1)C(=O)c1cc(S(=O)(=O)N2CCOCC2)cn1C	3%	/	6%	11%	1%	0	14%	-1%	-2%	1%	1%
COC(=O)c1c(NC(=O)c2cccs2)sc2c1CCC(C)C2 (configuration not stated)	3%	?	11µM*	37%	44%	1	?	15%	?	0%	?
O=C(NNC(=O)c1ccccc1-c1ccccc1C(=O)O)c1cccc([N+](=O)[O-])c1	1%	-3%	0%	-14%	1%	-2	0%	3%	-6%	-2%	-1%
COc1ccc(-n2cc(-c3ccccc3)c3c(NCCOCCO)ncnc32)cc1	-13%	-1%	0%	-12%	-22%	-1	?	-3%	-3%	-8%	-5%
Cc1cccc(OCC(=O)NCC(=O)N/N=C/c2ccc(N(C)C)cc2)c1	0%	4%	-3%	-9%	24%	2	-2%	13%	-1%	-4%	-3%
Cc1c(Cc2ccccc2)c(=O)oc2cc(OC(C)C(=O)NCC3CCC(C(=O)O)CC3)c(Cl)cc12 (configuration not stated)	11%	/	3%	?	6%	-1	?	5%	-1%	0%	-3%
COc1cc2c(cc1NC(=O)CSc1nc3ccccc3[nH]1)oc1ccccc12	-14%	-13%	6%	-8%	-59%	15	?	-11%	2%	2%	15%
Cc1ccc(-c2c(C#N)c(N)nc3c2CCCCC3)cc1	-7%	1%	-1%	8%	-23%	-2	-1%	-4%	1%	5%	-4%
COc1ccc(-c2nnc3ccc(SCC(=O)NCc4ccco4)nn23)cc1	-6%	21%	-3%	21%	1%	-1	-26%	0%	5%	?	-7%
Going on with the list:
SMILES	VP16 counter	p53 reactivator	FLuc modulator	RORgamma inh	BRCA1 expr act	TRPV1 ag	ELG1 DNA repair	ELG1 genotox	Rab9 promoter act	Tb PFK block	NPC1 promoter act
CCOC(=O)N1CCN(C(=O)c2cccc(OC)c2O)CC1	3%	0%	6%	3%	-3%[1.84 µM]	-6	-7%	-1%	-4%	1%	-5%
CCOc1ccccc1NC1=C(Cl)C(=O)N(c2ccc(OC)cc2)C1=O	2%	-5%	0%	?	-7%	22	22%	2%	-4%	0%	3%
COc1ccccc1Cn1c(=S)[nH]c2cc(C(=O)NCCN3CCOCC3)ccc2c1=O	?	-13%	-2%	?	-16%	-3	6%	-2%	8%	12%	0%
CC(=O)Nc1c(C(=O)NCc2ccccc2)nnn1Cc1ccccc1	0%	-10%	2%	3%	-14%	0	-5%	2%	-2%	0%	-1%
O=C(COC(=O)c1cc([N+](=O)[O-])ccc1N1CCOCC1)Nc1ccc(Cl)cn1	-9%	-51%[inhibitor]	1%	?	-39%	0	-8%	-16%	-8%	-2%	-7%
COc1ccc(-c2cc(C(=O)Nc3cc(C)nn3-c3ccccc3)no2)cc1OC	-14%[10 µM]	-3%	-6%&-1%	13%	-2%	0	-3%	17%	-2%	-2%	-2%
Cc1ccc(Cn2nc(C)c(C(=O)NCC(c3cccs3)N3CCOCC3)c2Cl)cc1 (configuration not stated)	/	-8%	-1%	/	-25%	2	5.6µM*	-38%[inhibitor]	-10%	1%	-3%
Cc1ccnc(NC(=O)COC(=O)c2ccc(F)cc2F)n1	3%	-1%	-1%	2%	-19%	1	2%	-1%	-1%	-6%	0%
Cc1cccnc1NC(=O)c1ccccc1NC(=O)C(C)(C)C	26%	4%	-2%	-2%	34%	-1	-3%	-1%	3%	5%	-4%
C=COCCNC(=S)N1CCOCCOCCN(C(=S)NCCOC=C)CCOCC1	-14%	-4%	0%	-14%	0%	-1	-4%	0%	-1%	2%	-1%
Cc1ccc2nc(NC(=O)CN(C)S(=O)(=O)c3ccc(Br)s3)sc2c1	8%	11%	?	?	-51%	-3	?	4%	14%	2%	2%
CC(C)OC(=O)CSc1nc(N)c(C#N)c(-c2cccs2)c1C#N	-13%	-7%	1%	10%	-45%	3	?	-12%	-9%	3%	-2%
O=CN1CCN(C(=O)CC(c2ccccc2)c2cc(Br)ccc2O)CC1 (configuration not stated)	1%	-13%	1%	0%	-4%	3	-9%	-4%	1%	-4%	2%
CCN(CC(=O)Nc1c(F)cccc1F)C(=O)c1cc([N+](=O)[O-])ccc1N1CCOCC1	/	-1%	4%	/	-32%	-5	-14%	2%	0%	-6%	0%
CC1(C)SC[C@H](C(=O)Nc2cccc(Cl)c2)N1C=O	1%	-1%	1%	-1%	-8%	-4	8%	1%	-1%	0%	2%
C=CCOc1ccc(/C=N/NC(=O)c2cc3c(OC)cc(OC)cc3[nH]2)cc1	-5%	-5%	?	-27%	-5%	3	?	-10%	7%	2%	4%
CC(C)N=C(NC#N)SCc1ccc(Br)cc1	?	-1%	0%	5%	10%	?	3%	-2%	-5%	-1%	-6%
O=C(O)c1ccc(S(=O)(=O)N2CCCC2)cc1	-4%	/	0%	-10%	-2%	-2	-1%	-5%	4%	2%	0%
Cc1ccc(S(=O)(=O)N(C)c2ccc(OCC(=O)Nc3ccc(C(=O)N(C)C)cc3)cc2)cc1C	/	5%	-14%	/	-19%	-3	-8%	-2%	-2%	-1%	-1%
COc1cc(C=O)c(Br)cc1OCC(=O)NCc1ccccc1	-6%	2%	-5%	-7%	2%	-9	?	2%	1%	6%	-5%
CN(Cc1c(F)cccc1Cl)C(=O)CNC(=O)c1sc2ccccc2c1Cl	/	4%	?	/	29%	-1	?	?	17%	-8%	22%
COc1cccc2c(C)c(C(=O)O)[nH]c12	10µM*	28%	-20%	2µM*	-41%	4	?	0%	-7%	0%	-6%
N#C/C(=C\Nc1ccc(Cl)cc1)S(=O)(=O)c1ccccn1	0%	0%	-2%	-12%	-5%	1	-5%	3%	-1%	1%	-2%
Cc1ccc(S(=O)(=O)N(C)C)cc1NC(=O)CCc1ccccc1	-1%	0%	0%	-4%	-19%	6	8%	-5%	3%	8%	1%
O=C(NCC(=O)N1CCN(Cc2ccccc2)CC1)c1cccs1	/	29%	/	/	10µM*	/	?	?	/	-2%	/
